Screens from PubChem.
Tn7 DDE FP: DD(E)-Tn7 binding inhibition, primary FP screen; P02675; FP displacement of FITC-Tn7 peptide from fibrin DD(E); 0% = median of compound wells per plate; inhibition, % at 8.3 µM; actives 0.13% (n = 370,000); AID 720508;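 active means inhibition above the mean of compounds falling within the control limits plus 3 SD of them, cut at about 14% in these data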;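 further: 0% = plate median of compound wells and 100% = 10 µM Aha-Tn7 peptide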
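Assay system: Human fibrin DD(E) protein | Medium: Tris buffer with calcium and detergent, pH 7.8 | Reagent: 0.1 µM fluorescent Tn7 | Compound dosing: Single point at 8.3 µM | Times: 10 min preincubation, 3 h with tracer, room temperature | Detection: Fluorescence polarization of the labelled Tn7 tracer | Controls: Aha-Tn7 high control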
ARFGAP1 inh: inhibits rat ARF GTPase activating protein 1; actives 0.26% (n = 360,000); Arfgap1-stimulated ARF1 GTP hydrolysis, GDP FP detection; inhibition, % at 16.5 µM; Q62848;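 active means inhibition above a per-plate limit, mean inhibition of low control wells plus 3 SD, cut at about 25% in these data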;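 further: 0% = DMSO wells with enzyme and 100% = wells lacking Arfgap1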
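Material: rat Arfgap1 GAP domain (His6, aa 1-136), purified enzyme. Also added: human ARF1(Δ1-17)-GTP substrate. Compound dosing: 16.5 µM single point, 1.26% DMSO. Timing: enzyme reaction 120 min at 25 °C after 20 min preincubation. Signal: GDP detection by fluorescence polarization. Read-out basis: percent inhibition of GAP-stimulated GDP formation, scaled between DMSO and no-Arfgap1 medians.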
PLCg1 inh: PLC-gamma1 (human) inhibition, primary screen | P19174 | purified PLC-gamma1, fluorogenic substrate, fluorescence | inhibition, % at 12.2 µM | actives 0.84% (n = 370,000) | AID 720700; in the data active means inhibition above about 9.5%
Target sequence (P19174 whole entry, looked up): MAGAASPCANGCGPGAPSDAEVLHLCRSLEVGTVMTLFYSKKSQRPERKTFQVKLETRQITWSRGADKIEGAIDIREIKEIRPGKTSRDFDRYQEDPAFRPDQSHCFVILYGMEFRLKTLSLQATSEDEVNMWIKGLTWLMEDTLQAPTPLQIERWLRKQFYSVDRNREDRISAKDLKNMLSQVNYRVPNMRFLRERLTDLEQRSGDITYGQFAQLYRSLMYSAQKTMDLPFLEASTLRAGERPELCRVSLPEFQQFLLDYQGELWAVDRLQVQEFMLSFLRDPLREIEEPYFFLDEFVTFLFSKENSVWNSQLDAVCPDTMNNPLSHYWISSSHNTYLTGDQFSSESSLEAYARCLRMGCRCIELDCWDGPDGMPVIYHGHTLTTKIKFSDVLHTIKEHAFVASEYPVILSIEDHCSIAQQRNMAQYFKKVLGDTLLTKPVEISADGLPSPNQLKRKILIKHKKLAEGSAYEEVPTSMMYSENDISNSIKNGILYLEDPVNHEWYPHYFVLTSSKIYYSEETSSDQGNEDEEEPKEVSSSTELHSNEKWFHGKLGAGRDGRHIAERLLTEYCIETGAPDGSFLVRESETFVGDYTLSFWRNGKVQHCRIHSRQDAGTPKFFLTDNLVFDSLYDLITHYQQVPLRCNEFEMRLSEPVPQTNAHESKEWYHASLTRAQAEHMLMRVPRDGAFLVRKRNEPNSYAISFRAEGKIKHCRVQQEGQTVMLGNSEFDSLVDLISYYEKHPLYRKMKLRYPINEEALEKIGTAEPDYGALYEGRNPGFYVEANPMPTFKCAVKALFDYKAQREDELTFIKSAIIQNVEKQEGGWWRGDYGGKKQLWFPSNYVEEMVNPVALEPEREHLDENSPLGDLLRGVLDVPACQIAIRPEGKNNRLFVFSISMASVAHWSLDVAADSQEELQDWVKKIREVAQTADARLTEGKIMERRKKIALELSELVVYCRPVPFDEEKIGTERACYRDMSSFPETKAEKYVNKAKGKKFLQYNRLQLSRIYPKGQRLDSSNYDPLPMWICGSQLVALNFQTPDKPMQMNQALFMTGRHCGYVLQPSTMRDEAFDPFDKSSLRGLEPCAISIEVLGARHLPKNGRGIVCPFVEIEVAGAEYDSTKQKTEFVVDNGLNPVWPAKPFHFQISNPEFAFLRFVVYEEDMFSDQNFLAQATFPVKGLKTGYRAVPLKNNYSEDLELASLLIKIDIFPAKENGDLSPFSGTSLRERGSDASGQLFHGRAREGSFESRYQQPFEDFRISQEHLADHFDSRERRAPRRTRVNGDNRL
ASAP1 inh: ASAP1 ArfGAP inhibition | Q9ULH1 | ASAP1-stimulated ARF1 GTP hydrolysis, GDP FP detection | inhibition, % at 16.5 µM | actives 0.19% (n = 360,000); in the data active means inhibition above about 25%;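 further: 0% = vehicle with enzyme and substrate and 100% = no enzyme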
Tn6 DDE FP: DD(E)-Tn6 binding inhibition, primary FP screen | AID 720509 | actives 0.21% (n = 370,000) | inhibition, % at 8.3 µM | Fibrin DD(E) TRITC-Tn6 fluorescence polarization displacement | P02675;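 active means inhibition above a per-campaign cutoff: mean of compounds within control limits plus 3 SD, cut at about 15% in these data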;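 further: 0% = median of all compound wells on the plate and 100% = blocking peptide control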
UHRF1 MBD2 ctr: UHRF1 methyl-DNA binding inhibition; Q96T88; UHRF1 binding to methylated oligo, TR-FRET; inhibition, % at 4.4 µM; actives 0.75% (n = 370,000); in the data active means inhibition above about 21%;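 further: UHRF1 SRA domain binding a hemimethylated CpG hairpin DNA probe; 0% = median of test compound wells and 100% = reference inhibitor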
sPLA2-III inh: Blocks human group III sPLA2 activity; inhibition, % at 12.2 µM; AID 743126; actives 0.56% (n = 370,000); QFRET BODIPY PC-A2 liposome hydrolysis, fluorescence;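 active means inhibition above mean plus 3 SD of compounds lying within the high and low control bounds, cut at about 19% in these data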;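 further: 0% = median of test compound wells and 100% = no enzyme DMSO wells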
PLC-beta3 inh: blocks human PLC-beta3 enzyme activity. inhibition, % at 12.2 µM. AID 720704. Purified PLC-beta3, fluorogenic substrate, fluorescence. actives 0.18% (n = 370,000); in the data active means inhibition above about 11%;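 further: 0% = median of compound wells on plate and 100% = full blocker control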
NR1D1 modulator: Rev-erb alpha (human) modulation; AID 1259318; activity, % at 10 µM; Rev-erbα–FITC-DNA binding, fluorescence polarization, 90 min; actives 0.79% (n = 370,000); P20393;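 active means activity above about 14%, limit read from the data; passing the limit was not always enough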;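 further: 0% = DMSO wells with 35 nM protein and 100% = DMSO wells with 750 nM protein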
KLK7 zymogen act: activators of human kallikrein-7 zymogen. purified proKLK7, EDANS-DABCYL substrate fluorescence; 100% is mature enzyme control, 0% vehicle. activation, % at 7 µM. actives 0.9% (n = 370,000). AID 652039;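 active means activation above the mean of all tested compounds plus 3 SD, computed per campaign excluding outliers beyond control limits, cut at about 13% in these data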
* hit, by the source's call; i = inactive; nt = not tested or not shown. Compounds were not picked by outcome; about 4.5% have a hit in one of these screens.

Order of values – Tn7 DDE FP	ARFGAP1 inh	PLCg1 inh	ASAP1 inh	Tn6 DDE FP	UHRF1 MBD2 ctr	sPLA2-III inh	PLC-beta3 inh	NR1D1 modulator	KLK7 zymogen act
CCCNC(=O)C1(C)CCN(Cc2noc(-c3ccccc3OC)n2)C1 (stereo unspecified)
  -6	-6	0	-15	6	-3	-1	7	5	0.3
COc1ccc(OC)c(S(=O)(=O)NCC(=O)O)c1
  6	-6	-1	-9	-7	-1	-1	-8	6	0.5
O=C(CCN1C(=O)C2CC=CCC2C1=O)Nc1cc(C(F)(F)F)ccc1N1CCCC1 (stereo unspecified)
  -9	-9	1	-6	-1	1	-6	1	-9	0.0
Cc1ccccc1NC(=O)Nc1ccccn1
  1	3	-2	-6	6	3	20*	-6	-1	-0.4
Cc1cccc(C)c1OCCCCN1CCNCC1
  0	9	9	-1	2	1	-1	2	-4	-0.5
CCOc1cc(C(=O)CCC(=O)OCC(=O)Nc2ccc(F)cc2)ccc1O
  2	9	-5	5	6	1	-20	-6	2	0.1
Cc1cccnc1C(NC(=O)C1CCN(Cc2cn(C)c3ccccc23)CC1)c1ccc(Cl)cc1 (stereo unspecified)
  -1	-14	4	0	-3	-1	-34	4	-9	0.2
CCOC(=O)N1CCN(C(=O)C[C@H]2C[C@@]3(C(=O)OC)C(=C[C@H](C(C)C)O[C@@H]3C3CC3)N(Cc3ccccc3)C2=O)CC1
  -3	13	4	-4	11	-1	0	6	-9	-0.4
Cc1cccc(N2CCN(Cc3nc(-c4ccc(F)cc4F)oc3C)CC2)n1
  4	-4	-5	-6	-1	1	-3	-13	-5	0.8
COCC(=O)N1CCC(Oc2ccc(C(=O)N3CCCCCC3)cc2)CC1
  0	1	-3	-4	-4	1	1	-1	-4	-0.4
COc1ccccc1NS(=O)(=O)c1ccc(NC(=O)c2nc3nc(C)cc(C(F)F)n3n2)cc1
  10	4	0	15	-4	1	0	-2	-3	-0.9
CC(=O)Nc1ccc(Oc2ccc(S(=O)(=O)N3CCCC3)cn2)cc1
  -4	7	5	-6	-1	-1	5	-6	1	0.4
CN(C)Cc1c(C(=O)N/N=C/c2cccc3ccccc23)nnn1-c1nonc1N
  -2	7	3	-2	-1	0	4	-3	-12	0.4
NC(=O)C1c2ccccc2Oc2ccccc21
  11	11	0	16	-8	0	7	-6	-1	-0.1
CCOCCCNC(=O)C(c1ccccc1)N(Cc1cccs1)C(=O)CNC(=O)c1ccccc1 (stereo unspecified)
  -6	1	4	0	2	4	1	5	-1	0.1
COC(=O)c1sccc1NC(=O)C1CC=CCC1C(=O)O (stereo unspecified)
  1	-7	-2	1	-1	1	-1	0	2	0.0
O=C(CCS(=O)(=O)c1ccc(F)cc1)Nc1nc(-c2ccncc2)cs1
  0	-13	1	1	-1	0	1	-1	-4	-1.1
CC(C)CCNc1nc2ccccc2nc1NS(=O)(=O)c1cccs1
  7	-11	-29	-6	13	0	-22	-45	-2	1.0
COc1cc(C2C(C#N)=C(N)OC3=C2C(=O)CC(C)(C)C3)ccc1OC(=O)N1CCOCC1 (stereo unspecified)
  -2	1	5	14	-3	-4	1	4	0	0.5
Nc1cc(N)nc(SCC(=O)NNC(=O)Cc2ccccc2)n1
  2	2	0	8	0	-1	2	1	-3	-0.1
COc1ccc2oc(=N)c(C(=O)Nc3ccccc3Cl)cc2c1
  -4	-4	-37	0	2	0	2	-37	-5	-3.4
COc1ccc2c(c1)[C@H]1[C@H](CO2)[C@H](c2ccccc2)[C@]2(C)C(=O)Nc3ccc(Br)cc3C(=O)N12
  2	4	2	-1	-10	1	-7	1	-8	-0.8
COc1ccc(NC(=O)CN(C)CC(=O)Nc2cccc3ccccc23)c(OC)c1
  7	9	2	-2	-2	-1	3	-5	-4	-0.1
COc1ccc(-c2oc3ccccc3c(=O)c2OCC(=O)O)cc1
  3	3	-156	3	-1	-5	-3	-179	-1	3.3
Nc1cccnc1-n1nc(C(F)(F)F)cc1C(F)(F)F
  4	8	-2	-6	1	4	4	-3	-1	0.5
O=C(NC1CCCCC1)c1ccc(-n2cncn2)c([N+](=O)[O-])c1
  0	0	-1	-5	-2	0	-1	-1	-5	0.1
C/C(CC(=O)Nc1ccc2c(c1)OCCO2)=N\NC(=O)Cc1ccccc1
  5	8	-3	-4	6	-6	-10	-3	-5	-0.5
CCC1(C)Cc2c(sc3nc(NC)n(C)c(=O)c23)CO1 (stereo unspecified)
  6	3	-9	-12	5	0	8	-11	0	-1.0
CN(C)c1ccc(O)c2c1CC1CC3[C@@H](N(C)C)C(=O)C(C(N)=O)=C(O)[C@]3(O)C(=O)C1=C2O (stereo partly specified)
  -5	-4	17*	-5	-18	80*	-8	1	-39	0.9
CCOC(=O)N1CCN(C(=O)c2ccc3c(c2)N(CC)CCS3)CC1
  7	-5	-428	-9	4	-2	-1	i	-7	14*
CCC(CO)Oc1cc(NCc2ccccc2O)c2ncn(C(C)C)c2c1 (stereo unspecified)
  0	-3	-9	0	1	-4	0	-12	1	0.1
CC(Oc1ccc2ccc(=O)oc2c1)C(=O)NC1CCN(Cc2ccccc2)CC1 (stereo unspecified)
  1	-6	1	-3	3	-1	-5	-13	-3	0.6
N#Cc1ccc(NC(=O)OC2CC3CC2[C@H]2CCCCN2[C@H]3Cc2ccccc2)cc1 (stereo partly specified)
  -1	nt	-3	nt	-3	-2	-12	-3	1	-0.5
CN(c1ccc(OCC(=O)OCC(=O)Nc2ccccc2)cc1)S(=O)(=O)c1cccs1
  5	-9	1	0	0	-4	-9	-2	-3	-0.8
CC(=O)Nc1ccc(-c2csc(NC(=O)Cc3ccccc3F)n2)cc1
  5	3	-17	10	1	-1	-1	-24	1	0.3
COc1ccccc1NC(=O)c1cc(S(=O)(=O)N2CCCC2)cn1C
  15*	-10	1	4	4	0	-6	3	6	0.1
O=C(NCc1ccc2c(c1)OCO2)C1CCCN1C(=O)Nc1ccccc1 (stereo unspecified)
  1	5	0	-3	-2	-2	7	0	-2	-0.1
Cc1cccc2sc(N(CCCN3CCOCC3)C(=O)CS(=O)(=O)c3ccc(F)cc3)nc12
  -1	12	-2	-5	-3	1	-6	-4	-9	-0.1
C1COCCNCCOCCOCCN1
  0	-1	-1	-4	4	0	1	-1	-3	0.6
Nc1ccc(C(=O)NCCCCCCNC(=O)c2ccc(N)cc2)cc1
  0	0	-1	3	2	-1	3	2	0	-0.1
O=C(NCCCN1CCN(c2cccc(Cl)c2)CC1)C1CCC(=O)N1Cc1ccccc1Cl (stereo unspecified)
  -3	-9	1	-7	-1	-2	-17	4	-6	0.8
Cc1cccc(NC(=O)/C(=C\c2ccco2)NC(=O)c2ccccc2)c1
  5	-7	-26	3	9	-4	-5	-37	1	0.0
CCCOc1ccc(C2C3=C(Nc4nc(N)[nH]c(=O)c42)c2ccccc2C3=O)cc1 (stereo unspecified)
  1	4	-18	10	-1	4	11	-36	1	0.1
Cc1cccc(-c2nnc(SCCC(=O)N3CCOCC3)o2)c1
  2	6	0	-11	-1	-3	3	1	-1	0.0
COc1ccc(C2c3ccc(O)cc3Oc3ncn4nc(-c5ccco5)nc4c32)cc1OC (stereo unspecified)
  3	-4	6	1	-2	3	-9	-10	0	0.6
CC(=O)OC[C@H]1O[C@@H](Oc2cc3ccc(=O)oc3cc2OC(C)=O)[C@H](OC(C)=O)[C@@H](OC(C)=O)[C@@H]1OC(C)=O
  -1	-17	i	4	3	-1	0	i	-15	80*
Cc1cc(NC(=O)c2cc(C3CC3)on2)n(-c2ccccc2)n1
  5	-15	0	-6	-3	-2	-3	0	5	-0.4
C=CCC1CCCCC12NC(=O)NC2=O (stereo unspecified)
  -5	-1	-2	12	-8	7	3	-3	-2	-0.3
Cc1ccc(NC(=O)c2ccc(Nc3c([N+](=O)[O-])cc([N+](=O)[O-])cc3[N+](=O)[O-])cc2)cc1
  -6	10	4	-3	1	8	10	2	6	0.3
c1ccc2c(c1)CC1(CCCC1)N=C2N1CCOCC1
  -5	17	5	-17	4	3	5	-2	-7	-0.1
CC(C)(C)C(=O)Cn1c(NCCO)nc2ccccc21
  0	9	1	-1	4	0	-4	-2	-2	-0.1
C/C=C/C(=O)N1CCc2cc(S(=O)(=O)N(C)Cc3ccco3)ccc21
  -2	nt	4	nt	-4	4	7	3	0	0.5
O=C(c1cccs1)c1ccccc1Cc1cccs1
  -5	2	5	5	0	1	0	-1	10	-0.3
COC(=O)C1=CN(c2cccc(OCc3ccccc3)c2)C(N)=C(C#N)C1c1ccc(-c2ccccc2)cc1 (stereo unspecified)
  2	4	-57	4	-3	-2	-5	-90	1	-12
CCOc1ccc(NC(=O)[C@@H](NC(=O)OCc2ccccc2)[C@@H](C)CC)cc1
  3	2	3	-5	-1	-3	2	4	-1	-0.9
CC(=O)c1c(C)[n+]([O-])c2ccc3c(non3O)c12
  -4	11	-2	12	-6	1	3	-8	-2	-0.2
O=C(Nc1cccc(-c2cn3ccccc3n2)c1)C1CC1
  -6	1	-4	6	4	5	4	-11	0	0.7
COc1cc(NC(=O)CSc2nc3[nH]c(=O)cc(O)c3s2)cc(OC)c1OC
  -4	-5	2	1	10	1	-8	-11	3	0.8
CC1CC(C)(C)CC2(C1)NC(=O)N(CC(=O)NCCc1c[nH]c3ccccc13)C2=O (stereo unspecified)
  11	6	2	14	-4	2	-67	0	0	0.4
N#C/C(=C\c1ccc(Cl)s1)C(=O)N1CCN(c2ccccc2)CC1
  8	-7	-1	3	5	0	2	3	-2	0.1
COc1ccc(CN2CCNC(=O)C2CC(=O)N(C)Cc2nonc2C)c(F)c1 (stereo unspecified)
  0	-8	0	-3	-1	-3	5	-8	-2	0.1
COc1ccc2nc(Nc3ccc4c(c3)OCO4)sc2c1
  -7	-4	8	7	-10	1	86*	8	-1	0.5
COc1ccc(-n2c(=O)c3ccccc3n(CC(=O)OCc3ccccc3)c2=O)cc1OC
  1	-1	-1	7	1	0	0	-4	-2	0.5

Record cards, as listed above:
CC(C)(C)C(=O)Cn1c(NCCO)nc2ccccc21 is entered as Tn7 DDE FP = 0; ARFGAP1 inh = 9; PLCg1 inh = 1; ASAP1 inh = -1; Tn6 DDE FP = 4; UHRF1 MBD2 ctr = 0; sPLA2-III inh = -4; PLC-beta3 inh = -2; NR1D1 modulator = -2; KLK7 zymogen act = -0.1
COC(=O)C1=CN(c2cccc(OCc3ccccc3)c2)C(N)=C(C#N)C1c1ccc(-c2ccccc2)cc1 (stereo unspecified) is entered as Tn7 DDE FP = 2; ARFGAP1 inh = 4; PLCg1 inh = -57; ASAP1 inh = 4; Tn6 DDE FP = -3; UHRF1 MBD2 ctr = -2; sPLA2-III inh = -5; PLC-beta3 inh = -90; NR1D1 modulator = 1; KLK7 zymogen act = -12
